# MEKK3 PB1 HTS = modulators of MEKK3-MEK5 PB1 binding, primary screen, biochemical, wildtype MEKK3, multiplex bead flow cytometry, Alexa488-MEK5 | hit rate 1.4% among 290,000 | Mitogen-activated protein kinase kinase kinase 3 (Homo sapiens), Q99759 | binding response (% of control), % at 10 µM | AID 1529, 2009 | bead-based flow cytometry, Alexa488-MEK5 binding to MEKK3; actives lie on both sides; 0 = blocked by unlabeled MEK5, 100 = vehicle;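 active = binding response more than 3 SD above or below the average of its plate-row segment, actives on both sides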;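 also: Alexa488 bead fluorescence after subtracting the streptavidin-only scavenger bead signal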
# IDE act = human IDE activators in live cells, primary screen, fluorescence polarization, HEK cells, FAbeta-B substrate. AID 493087, 2011. activation, % at 5.96 µM. hit rate 0.073% among 340,000. FAbeta-B cleavage; 0% vehicle, 100% cell-free pure enzyme wells;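 active = activation above the mean of all tested compounds plus 3 SD, set per screening campaign, cut at about 17% in these data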
# GalR3 antag = GalR3 antagonists in HEK293 cells, primary screen, cell-based, fluorescence readout | HEK293 GalR3-CNG cAMP membrane potential fluorescence; galR3 body fused to GalR1 C-terminus | inhibition, % at 3 µM | hit rate 0.44% among 360,000;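 active = inhibition above the screen-wide average plus 3 SD, cut at about 13% in these data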;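 also: forskolin and galanin both at EC90 stimulate the cells; cAMP rise reported by CNG channel membrane potential dye signal; 0% = forskolin plus galanin with DMSO and 100% = forskolin alone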
# CRFBP-R2 block = antagonists of CRF-BP/CRF-R2 complex, primary screen, cell-based, HEK293, calcium dye fluorescence, uHTS; CRF-induced calcium fluorescence; inhibition, % at 11.8 µM; hit rate 0.59% among 350,000; AID 588475, 2011;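 active = inhibition of the ligand-induced calcium signal above about 50% at the single tested concentration, limit read from the data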
# p-CIP stab down = p/CIP-EGFP fusion destabilizers, primary screen, fluorescence, F442A cells; 16 h; Q05BA5; hit rate 0.01% among 290,000; decrease of EGFP signal, % at 10 µM;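 active = EGFP signal decrease of at least 30% at 10 µM or well 3 SD below plate mean, unless failing retest; inactive = the rest, including hits failing retest or dose response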; also: some compounds called inactive have numbers as strong as hits; many of its hits are not listed in these tables
# Target sequence (Q05BA5 1-1403): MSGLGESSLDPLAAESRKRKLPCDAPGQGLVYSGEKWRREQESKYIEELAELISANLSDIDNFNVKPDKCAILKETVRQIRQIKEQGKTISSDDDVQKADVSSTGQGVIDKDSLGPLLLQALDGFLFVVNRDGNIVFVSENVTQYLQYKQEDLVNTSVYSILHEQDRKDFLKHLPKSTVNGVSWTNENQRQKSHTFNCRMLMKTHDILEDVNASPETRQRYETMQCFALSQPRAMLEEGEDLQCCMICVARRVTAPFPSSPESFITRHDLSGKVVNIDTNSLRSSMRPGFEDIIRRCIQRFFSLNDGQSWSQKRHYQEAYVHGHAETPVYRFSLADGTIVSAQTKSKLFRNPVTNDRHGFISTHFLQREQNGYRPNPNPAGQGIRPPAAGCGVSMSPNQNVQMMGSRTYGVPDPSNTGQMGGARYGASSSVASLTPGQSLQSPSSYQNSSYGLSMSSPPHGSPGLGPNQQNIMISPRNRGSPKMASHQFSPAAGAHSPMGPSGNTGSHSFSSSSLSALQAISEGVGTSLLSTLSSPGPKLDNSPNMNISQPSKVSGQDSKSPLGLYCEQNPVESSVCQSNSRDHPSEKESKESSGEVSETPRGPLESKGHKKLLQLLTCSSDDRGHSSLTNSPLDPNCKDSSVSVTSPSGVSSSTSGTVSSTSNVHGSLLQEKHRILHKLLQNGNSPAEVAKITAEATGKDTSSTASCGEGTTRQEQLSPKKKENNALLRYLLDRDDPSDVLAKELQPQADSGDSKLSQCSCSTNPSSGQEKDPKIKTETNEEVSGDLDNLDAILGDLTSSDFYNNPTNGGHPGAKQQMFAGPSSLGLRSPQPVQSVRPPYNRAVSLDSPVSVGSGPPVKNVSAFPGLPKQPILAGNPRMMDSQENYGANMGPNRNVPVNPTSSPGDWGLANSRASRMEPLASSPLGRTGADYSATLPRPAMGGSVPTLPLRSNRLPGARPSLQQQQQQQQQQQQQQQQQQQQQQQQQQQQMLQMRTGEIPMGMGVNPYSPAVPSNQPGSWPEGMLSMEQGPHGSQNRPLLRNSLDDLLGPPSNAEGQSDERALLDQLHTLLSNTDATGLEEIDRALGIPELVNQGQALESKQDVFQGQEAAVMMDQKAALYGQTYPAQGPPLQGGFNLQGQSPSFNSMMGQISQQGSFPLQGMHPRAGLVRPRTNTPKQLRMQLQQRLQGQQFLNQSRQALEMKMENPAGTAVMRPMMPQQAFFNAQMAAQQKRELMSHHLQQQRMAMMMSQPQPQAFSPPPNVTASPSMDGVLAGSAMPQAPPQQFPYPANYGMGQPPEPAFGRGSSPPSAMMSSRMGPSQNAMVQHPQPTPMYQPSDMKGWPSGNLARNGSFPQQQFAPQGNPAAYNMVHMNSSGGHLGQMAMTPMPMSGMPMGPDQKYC
# CHRM4 PAM = human M4 muscarinic receptor positive allosteric modulators, primary screen, CHO-K1 cells, Fluo-8 calcium fluorescence; AID 624126, 2012; activation, % at 3 µM; CHO-K1 hM4/Gqi5, ACh EC20; 0% = ACh EC20, 100% = maximal ACh; hit rate 0.4% among 360,000; Muscarinic acetylcholine receptor M4 (Homo sapiens), P08173;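 active = activation above its plate's cutoff, the mean activation of sample wells plus 3 SD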; also: some results filed as inactive read as strong as hits
# CRFR2-BP ag = agonists of CRF-BP/CRF-R2 complex, primary screen, cell-based, HEK293, calcium dye fluorescence, uHTS. hit rate 0.46% among 350,000. CRF-binding protein / CRF receptor 2 complex (human). AID 588473, 2011. calcium dye fluorescence (FLIPR); percent of saturating CRF peptide response. activation, % at 13.2 µM;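 active = activation of at least 50%, plus an integration ratio under a set limit after plate pattern correction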;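 also: plate controls were neutral control wells without compound for no effect and CRF at EC100 for full effect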
# IDE cell inh = human IDE inhibitors in live cells, primary screen, fluorescence polarization, HEK cells, FAbetaB substrate | Insulin-degrading enzyme (Homo sapiens), P14735 | FAbetaB cleavage | inhibition, % at 5.59 µM | hit rate 0.41% among 320,000;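 active = percent inhibition above the average of all tested compounds plus 3 SD, set per screening campaign, cut at about 16% in these data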;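 also: IDE supplied by intact live HEK cells; FP after avidin binding of uncleaved biotin substrate so inhibition keeps polarization high; 0% = DMSO wells and 100% = 60 µM reference IDE inhibitor Ii1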
# PHOSPHO1 block = PubChem AID 1565; recombinant PHOSPHO1, absorbance phosphatase assay; inhibition, % at 13.3 µM; hit rate 1.1% among 290,000; in the data active = inhibition above about 60%
# Active calls of the source: *; · = not tested or not shown. An excerpt (hit frequency here may not be typical).
SMILES,MEKK3 PB1 HTS,IDE act,GalR3 antag,CRFBP-R2 block,p-CIP stab down,CHRM4 PAM,CRFR2-BP ag,IDE cell inh,PHOSPHO1 block
CCCn1c(C(=O)c2ccccc2)nc2ccccc21,83,1,-2,7,-2,0,-0.5,-2,21
CCOC(=O)c1ccc(-[n+]2c(-c3ccccc3)cc(-c3ccccc3)cc2-c2ccccc2)cc1,·,0,·,-100,·,·,38,-1,·
N#CCCn1cc(C(=O)Nc2ccccc2Br)c(-c2ccc3c(c2)OCCO3)n1,106,4,-3,-14,-11,-1,3.3,3,-29
COC(=O)COc1ccc(/C=C2\C(=O)NC(=S)N(c3ccc(C)cc3)C2=O)cc1OC,103,-6,-9,-5,2,-4,2.9,-2,7
CN(C)c1ccc(C=C2C(=O)NC(=S)NC2=O)cc1,·,3,-4,15,·,3,-4.5,·,·
COC(=O)[C@]12OC[C@]34C([C@@H](O)[C@@H]1O)[C@]1(C)CC(=O)C(O)=C(C)[C@@H]1C[C@H]3OC(=O)[C@H](O)[C@@H]24 (stereo not given in full),105,5,-4,1,3,18,0.3,3,22
CCCNC(=O)N1[C@H]2CC[C@@H]1C(C(=O)OC)=C(c1ccc3ccccc3c1)C2,·,2,·,-4,·,7,-1.1,0,·
c1ccc2c(c1)-c1cccc3cccc-2c13,·,-5,-6,2,·,2,0.0,1,·
COc1cccc(C(=O)C2CCCN(Cc3cnn(C(C)C)c3)C2)c1 (stereo not given),107,1,-4,-10,-7,-9,-1.1,2,1
COc1ccc(C(=O)C2CCCN(Cc3ccc(C)s3)C2)cc1OC (stereo not given),103,2,-2,-4,-10,-35,-1.3,4,35
CC(C)CCNC(=O)c1cc(C(=O)c2cc(Br)ccc2O)cn(CCC(C)C)c1=O,101,2,-5,-21,8,-4,1.6,5,9
N#C/C=C/C#N,·,5,2,0,·,2,1.4,-1,·
COC(=O)C1=C(c2ccccc2)C[C@@H]2CC[C@H]1N2C,·,1,4,6,·,-20,-0.9,-2,·
Cc1ccc2c(c1)c(=O)c1c3n2CCN(CC#N)C3CC1 (stereo not given),101,3,-2,7,-23,2,-0.4,-8,29
CN1OC[C@@H]2COc3ccc4ccccc4c3[C@@H]21,101,3,-6,0,9,2,-1.1,2,16
CCN(CCO)c1ccc(N=Cc2c(O)n(C)c(=S)[nH]c2=O)cc1,105,·,1,-102,-31,-3,87*,12,-6
CN(C)C1(CNC(=O)Cc2ccccc2F)CCCCC1,97,3,-7,4,-12,-7,-0.6,-8,34
Cc1nc2ccccc2c(=O)n1-c1ccncc1,96,7,-5,3,-9,-11,-1.5,2,13
COc1ccc(CN2C(=O)NC(=O)/C(=C/c3cc(OC)c(OC)c(OC)c3)C2=O)cc1,86,-1,-5,0,-2,-8,13,2,51
CC(=Nc1ccc2c(c1)CCC2)c1c(O)n(C2CCCCC2)c(=O)[nH]c1=O,100,6,-5,-7,-56,-9,3.0,-3,12
COc1cc(-n2c(=S)[nH]c3ccc(C)cc3c2=O)c(Cl)cc1Cl,95,·,0,-11,6,-4,-0.3,·,26
CCOC(=O)c1cccc(C2=C(CNC(=O)c3ccncc3)[C@H]3CC[C@@H](C2)N3Cc2ccccc2)c1,·,·,-4,-1,·,-1,1.0,·,·
C/C(=N/O)c1ccc2ccc3ccccc3c2c1,·,0,-1,-14,·,6,0.4,0,·
C/C(=N\NC(=O)c1ccncc1)c1c(O)[nH]c(=O)[nH]c1=O,102,·,1,3,·,·,0.4,4,·
Cc1c(Br)c(=O)oc2cc(OCC(=O)N3C[C@H]4C[C@@H](C3)c3cccc(=O)n3C4)ccc12,100,3,2,5,5,-3,-2.6,6,39
COC(=O)C1=C(c2ccccc2OCc2ccccc2)C[C@@H]2CC[C@H]1N2C(=O)NCc1cccc(F)c1,·,5,-8,-1,·,2,-0.2,2,·
O=P(O)(O)Cc1c(Cl)cccc1Cl,89,1,-7,3,-9,7,-0.4,2,-3
CC(C)(C)NS(=O)(=O)c1ccc(OCC(=O)N2CCN(Cc3ccccc3)CC2)cc1,101,5,6,-4,-10,-5,2.0,2,60*
COCCCN1Cc2ccccc2C1=N,89,-1,-6,-4,5,-4,-0.1,-1,-4
CC1(C)C2([N+](=O)[O-])CN3CN(C2)CC1([N+](=O)[O-])C3,107,9,-5,17,-16,7,1.6,-1,6

# Taken from above.
# CN(C)C1(CNC(=O)Cc2ccccc2F)CCCCC1 in PHOSPHO1 block = 34
# COC(=O)C1=C(c2ccccc2OCc2ccccc2)C[C@@H]2CC[C@H]1N2C(=O)NCc1cccc(F)c1 in GalR3 antag = -8
# CC1(C)C2([N+](=O)[O-])CN3CN(C2)CC1([N+](=O)[O-])C3 in PHOSPHO1 block = 6
# CC(C)(C)NS(=O)(=O)c1ccc(OCC(=O)N2CCN(Cc3ccccc3)CC2)cc1 in IDE cell inh = 2
# Cc1nc2ccccc2c(=O)n1-c1ccncc1 in GalR3 antag = -5

# The list goes on:
SMILES,MEKK3 PB1 HTS,IDE act,GalR3 antag,CRFBP-R2 block,p-CIP stab down,CHRM4 PAM,CRFR2-BP ag,IDE cell inh,PHOSPHO1 block
Cc1nccn1Cc1ccc(Cl)nc1,91,5,-1,30,7,4,-3.5,0,53
Cc1nccc2c1[nH]c1ccc(Br)cc12,·,-3,1,-4,·,12,0.5,2,·
CCOC(=O)c1ccc(NC(=O)c2c(O)[nH]c(=O)[nH]c2=O)cc1,·,10,-3,-31,-632,7,4.4,2,3
O=[N+]([O-])c1ccc(N2CCCCC2)c2ncccc12,99,3,-3,-5,-18,1,-1.7,-9,-58
CC(=O)Nc1ccccc1C(=O)OCC(=O)c1ccccc1Cl,98,3,-11,-13,1,23,-1.1,6,0
CC(NC1=NCCS1)c1ccccc1 (stereo not given),99,4,-3,-5,-6,-6,-0.3,-3,-45
CCOc1cc2c(cc1OCC)-n1cccc1C(c1cccc(OCC)c1O)NC2 (stereo not given),103,3,-11,-21,4,-2,1.5,3,26
Cc1ccc(CCN2CC(C(=O)N3CCC4(CC3)OCCO4)CC2=O)cc1 (stereo not given),103,4,0,21,-10,-4,1.4,-7,6
Clc1ccc2c(c1)C(c1ccccc1Cl)=NCc1nnc(Br)n1-2,107,1,0,-31,-8,7,-1.5,0,10
O=C1CN(C(=O)COC(=O)Cc2ccccc2)c2ccccc2N1,103,-1,-9,-1,1,1,-0.8,2,-16
CN(C)C(=O)Oc1cccc(NC(=O)N2CCOCC2)c1,107,4,-4,3,2,8,1.1,1,4
CCCCCCOc1ccc(CN2CCN(C)CC2)cc1,106,1,-7,-17,-10,-14,1.0,4,27
COC(=O)C1=C(c2ccc3ccccc3c2)C[C@@H]2CC[C@H]1N2C(=O)NCc1ccc(F)cc1,·,0,-9,7,·,-5,-0.6,-2,·
Cc1nc2ccc(N3CCN(C)CC3)cc2nc1C,101,4,2,-10,-6,10,2.0,0,-118
CCOC(=O)C1(CCc2ccccc2)CCN(Cc2ccc(NC(C)=O)cc2)CC1,102,1,-4,-1,5,-3,1.0,1,3
COC(=O)C1=C(c2ccc(F)cc2F)C[C@@H]2CC[C@H]1N2C(=O)NCCOc1ccccc1,·,-6,-4,1,·,-2,-4.1,-3,·
C=CCc1cc(C=C2C(=O)N(C)C(=O)N(C)C2=O)cc(OCC)c1OCc1ccccc1,105,-5,-5,-34,-11,-1,1.1,0,-11
COCC(=O)N1Cc2ccccc2-n2nncc2C1,·,2,-8,-2,·,6,-1.1,·,·
Cc1cccc(-n2c(=S)[nH]c3ccccc3c2=O)n1,104,-3,-3,-14,-11,0,1.6,5,-21
N#Cc1ccc(NC(=O)CN2C(=O)NC3(CCCC3)C2=O)cc1Cl,103,-1,-9,1,-1,-7,0.3,-5,37
CCOP(=S)(OCC)c1ccc(N(C)C)cc1,101,2,-8,34,6,2,-7.3,6,31
O=C(O)c1ccccc1NC(=O)N1C[C@H]2C[C@@H](C1)c1cccc(=O)n1C2,104,-27,-1,0,-10,3,1.4,15,29
O=c1cccc2n1CC1CC2CN(Cc2c(Cl)cccc2Cl)C1 (stereo not given),99,-1,-5,-23,-12,5,-0.2,3,-21
CC1C(c2cccs2)=[N+]([O-])C(C)(C(=O)c2ccc(Cl)cc2)N1O (stereo not given),·,2,3,-7,·,8,2.6,3,·
CCN(CC)S(=O)(=O)c1ccc(C(=O)NC2CN3CCC2CC3)cc1 (stereo not given),102,4,-10,18,2,9,-0.9,2,6
CCOc1ccc(-c2cc(C)[n+](CCO)c(-c3ccc(OCC)cc3)c2)cc1,101,0,-3,0,-4,-5,1.7,3,-10
Cc1ccc(-c2cc(-c3ccc(C)cc3)[n+](-c3ccccc3)c(-c3ccc(C)cc3)c2)cc1,·,3,·,-21,·,-21,60*,3,·
CC(NC(=O)N1CC1(C)C)c1ccccc1 (stereo not given),·,5,-4,-26,·,3,1.8,·,·
COC(=O)C1=C(c2cccc(OC)c2OC)C[C@@H]2CC[C@H]1N2C(=O)NCCNC(C)=O,100,2,-5,-1,·,3,0.5,1,·
COc1ccc(-[n+]2c(-c3ccccc3)cc(-c3ccc(C)cc3)cc2-c2ccccc2)cc1,105,-5,-12,-81,-14,-20,82*,1,51
Cc1nc2cc(F)ccc2n1C1CCN(Cc2nnnn2CCc2ccccc2)CC1,109,4,-1,45,-10,-9,-2.4,-5,-25
COc1cccc(-n2c(-c3ccoc3)nc3ccccc3c2=O)c1,91,1,-4,-7,-4,13,0.3,9,0
COC(=O)C1=C(c2ccc(F)cc2OCc2ccccc2)C[C@@H]2CC[C@H]1N2C(=O)NC1CCN(Cc2ccccc2)CC1,·,0,-12,-9,·,-4,0.0,5,·
O=C(c1cccnc1)c1cc2ccccc2[nH]1,106,6,-2,-1,-11,-11,-2.3,6,3
Cc1ccc(N2C(=O)NC(=O)/C(=C\C=C\c3ccco3)C2=O)cc1C,104,-11,-5,-144,-34,3,2.8,10,0
c1ccc(C(OCCN2CCNCC2)c2ccccc2)cc1,98,9,-6,-2,-16,-13,1.1,-1,-21
CCCCCc1cc(O)c2c3c(c(=O)oc2c1)CN(C)CC3,95,0,-7,-5,-10,0,-1.0,-6,46
C=CCn1c(O)c(Cc2ccc(OCC)cc2)c(=O)[nH]c1=O,104,5,3,-9,2,4,4.3,·,42
Cc1cc(NC(=O)C(Cl)(Cl)Cl)no1,96,1,3,2,2,-10,-0.2,1,23
CCCn1c(C)c(C(=O)c2cccc3ccccc23)c2ccccc21,·,8,-6,-11,·,-9,2.5,-3,·
CN1CCCC(C(O)(c2ccccc2)c2ccccc2)C1 (stereo not given),95,7,3,-21,18,-18,1.2,0,-12
CC1CCCN(C(=O)CCl)C1 (stereo not given),108,5,-3,20,-2,-1,-1.9,2,8
CCOC(=O)c1nc2ccccc2c(=O)n1-c1ccc(C)cc1,110,2,4,-4,3,2,0.7,-1,-1
CC(=O)OC1C2CCC1C(N1CCCC1)CC2 (stereo not given),96,5,3,5,-10,13,7.1,10,1

# Gathered by group, the compounds so far with a thiophene ring, fused or not
SMILES,MEKK3 PB1 HTS,IDE act,GalR3 antag,CRFBP-R2 block,p-CIP stab down,CHRM4 PAM,CRFR2-BP ag,IDE cell inh,PHOSPHO1 block
COc1ccc(C(=O)C2CCCN(Cc3ccc(C)s3)C2)cc1OC (stereo not given),103,2,-2,-4,-10,-35,-1.3,4,35
CC1C(c2cccs2)=[N+]([O-])C(C)(C(=O)c2ccc(Cl)cc2)N1O (stereo not given),·,2,3,-7,·,8,2.6,3,·

# Screening data (PubChem)
